# Screening data from PubChem.
# Tau fibril FP – inhibitors of human tau fibril formation. AID 1468. P10636. 280,000 tested, 0.39% active. Potency, µM (doses to about 57.7 µM), without a hit: top-dose activity, negative = inhibition, most hits filed as inhibitors. K18 P301L tau heparin fibrillization, Alexa594 FP, 6 h; further: on the % scale 0 is the no-effect control and ±100 the full control effect; nearly all actives have a fitted effect of over 55% in size
# Target sequence (P10636 561-689 P618L limits assumed): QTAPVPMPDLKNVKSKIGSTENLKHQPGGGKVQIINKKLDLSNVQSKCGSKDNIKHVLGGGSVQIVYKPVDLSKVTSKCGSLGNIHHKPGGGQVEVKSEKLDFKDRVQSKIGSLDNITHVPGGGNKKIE
#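 Quantitative HTS format: compounds meet 15 uM recombinant K18 P301L tau and Alexa 594-tau tracer in 100 mM sodium acetate pH 7; 20 uM heparin triggers fibrillization at 37 C over 6 hr; FP gives the signal.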
# GAA inhib – alpha-glucosidase (human) inhibition | Potency, µM (titrated, usually from 76.9 µM), for the others: at the highest dose activity change, negative = inhibition, most hits filed as inhibitors | P10253 | 200,000 tested, 0.005% active | purified human GAA, 4-MU-alpha-glucoside fluorescence;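 further: plate controls were uninhibited enzyme wells for no effect and no-enzyme background for full effect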
#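 Endpoint fluorogenic read: 20 min room-temperature reaction of 4 nM human alpha-glucosidase with 400 uM 4-methylumbelliferyl-alpha-D-pyranoside, pH 5.0, quenched with 1M NaOH/1M glycine pH 10. AC50 from Hill modeling.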
# GLA spleen mod – inhibitors or activators of human alpha-galactosidase in spleen homogenate; Potency, µM (doses to about 80 µM), without a hit: top-dose activity change, negative = inhibition, actives largely listed as inhibitors; 240,000 tested, 0.008% active; AID 2107; P06280; human spleen homogenate, 4MU-alpha-Gal fluorescence, 40 min;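 further: 0% = enzyme with vehicle and -100% = no enzyme basal signal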
# Target sequence (P06280 32-429 limits assumed): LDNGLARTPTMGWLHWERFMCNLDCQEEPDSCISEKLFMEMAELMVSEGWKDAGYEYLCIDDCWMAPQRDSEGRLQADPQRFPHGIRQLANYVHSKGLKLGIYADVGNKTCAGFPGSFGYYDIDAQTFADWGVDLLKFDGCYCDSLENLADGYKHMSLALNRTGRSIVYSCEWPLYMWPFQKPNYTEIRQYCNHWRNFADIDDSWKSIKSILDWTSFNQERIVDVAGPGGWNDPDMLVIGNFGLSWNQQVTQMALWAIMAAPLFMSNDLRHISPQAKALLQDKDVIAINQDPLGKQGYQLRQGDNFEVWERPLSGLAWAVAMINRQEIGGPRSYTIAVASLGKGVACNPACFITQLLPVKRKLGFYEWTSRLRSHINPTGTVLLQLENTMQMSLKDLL
#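 Human spleen homogenate (1 ug) as enzyme source, 4-methylumbelliferyl-alpha-D-galactopyranoside 1 mM final, citrate/phosphate pH 5.0 with 0.01% Tween-20. Compounds 40 min at 37C, NaOH/glycine stop; fluorescence Ex 365/Em 440, Hill-fit AC50.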
# HTT ATP protect – cytoprotection in Huntington HTT-Q103 PC12 cell model | PC12 HTT-Q103 induced, cytoprotection, ATP luminescence, 40 h | Potency, µM (doses to about 56.4 µM), for inactives: cytoprotection (ATP increase), actives largely listed as activators | 230,000 tested, 0.14% active | AID 1471;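 further: % of control where 0% means no effect; nearly all actives have a fitted effect of over 45% in size; toxic huntingtin expression switched on by the ecdysone agonist tebufenozide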
#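 Huntington model: PC12 line, ecdysone-inducible HTTQ103 exon1–GFP, tebufenozide 100 nM. Test articles in a dose series. Endpoint luminescence from cellular ATP.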
# Tau fluor counter – counter-screen for tau fibril formation inhibitors; tau K18 P301L Alexa594 fluorescence, heparin fibrillization; Potency, µM (series often up to 57.7 µM), for the others: top-dose activity change, negative = decrease; 280,000 tested, 0.93% active; further: on the % scale 0 is the no-effect control and ±100 the full control effect; nearly all actives have a fitted effect of over 55% in size
#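 Human K18 P301L tau (15 uM unlabeled plus 0.24 uM Alexa 594-labeled, final) in 100 mM sodium acetate pH 7 was mixed with compound and 20 uM heparin and incubated 6 hr at 37 C.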
# Tau fibril ThT – tau fibrillization inhibition (ThT binding) | P10636 | recombinant tau K18 P301L (four-repeat tau fragment), heparin-induced fibrillization, ThT fluorescence | Potency, µM (doses to about 57.4 µM), for the others: at the top dose activity, negative = inhibition, actives largely listed as inhibitors | 270,000 tested, 2.1% active; further: on the % scale 0 is the no-effect control and ±100 the full control effect; nearly all actives have a fitted effect of over 55% in size
#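 In this qHTS, human K18 P301L tau is incubated with compound and heparin for 6 hr at 37 C, and Thioflavin T fluorescence then reports fibril load.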
# GAA glycogen mod – inhibitors or activators of human alpha-glucosidase glycogen cleavage; P10253; recombinant GAA, glycogen substrate, Amplex Red glucose oxidase fluorescence; Potency, µM (highest dose often 76.4 µM), inactives show top-dose activity change, negative = inhibition, actives largely listed as inhibitors; 300,000 tested, 0.38% active; AID 2100;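 further: 0% = full enzyme reaction and -100% = no-enzyme basal signal; the screen sought inhibitors and activators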
#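 Recombinant enzyme (4 nM final) with compounds titrated up to 77 uM and bovine liver glycogen (30 ug) in citrate pH 5.0, 0.01% Tween-20, 37 C 40 min. Released glucose detected by Amplex Red/glucose oxidase (Ex 573/Em 610); AC50 from Hill fits.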
# GAA spleen mod – inhibitors or activators of human alpha-glucosidase in spleen homogenate. P10253. human spleen homogenate, 4-MU-alpha-glucoside fluorescence. Potency, µM (titrated, usually from 79.9 µM), inactives show at the top dose activity change, negative = inhibition, hits mostly inhibitors. 240,000 tested, 0.006% active;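 further: 0% = enzyme with vehicle and -100% = no enzyme basal signal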
#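 Human spleen homogenate (1 ug) incubated with compounds and 1 mM 4-methylumbelliferyl-alpha-D-glucopyranoside in pH 5.0 citrate/phosphate buffer, 37 C, 40 min. Stopped at pH 10; 4-MU fluorescence (Ex 365/Em 440 nm); AC50 by Hill fit.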
# Active calls of the source: *; ? = inconclusive; . = no result given; & = joins results of further samples; [ ] = dose if it differs, or a comment. The call rests on the fitted dose curve; in most records, active means well fitted curve in the direction sought with a large enough effect; inconclusive means small, poorly fitted or top-dose-only effect, or another doubt; inactive means no such curve, though single readings can be large; an effect the other way counts as inactive or inconclusive. Potency means the concentration at half of the fitted maximal effect.
entry	SMILES	Tau fibril FP	GAA inhib	GLA spleen mod	HTT ATP protect	Tau fluor counter	Tau fibril ThT	GAA glycogen mod	GAA spleen mod
1	Cc1cccc(C)c1NC(=O)c1cc(S(=O)(=O)N2CCOCC2)ccc1F	7%	1%	-14%	5%[10 µM]	6%	3%	3%	-2%
2	CN(c1ccccc1)S(=O)(=O)c1ccc(NC(=S)NC(=O)C2CC2)cc1	?	-6%	9%	9%[10 µM]	?	12%	1%	-7%
3	CCOc1ccccc1N1CC(c2nc3ccccc3n2CCOc2ccccc2OC)CC1=O (stereo unspecified)	3%	.	.	.	1%	-10%	-16%[76.3 µM]	.
4	O=C(NCCCn1ccnc1)c1ccc(N2CCCCCC2)c([N+](=O)[O-])c1	-9%	-13%	-17%	-148%[inhibitor]	-11%	?	8%	-16%
5	CC(C)(C)OC(=O)N/N=C/c1cc(N=Nc2ccccc2)ccc1O	1%	-11%	-4%	-18%[10 µM]	?	?	8%	-4%
6	COc1cccc(CNC(=O)CCCn2ncn3c(cc4occc43)c2=O)c1	-4%	.	.	.	-20%	-15%	3%&-1%[76.3 µM]	.
7	CNC(=O)c1sc(-c2ccc(Cl)cc2)nc1C	3%	4%	18%	-24%	-3%	-3%	-2%	5%
8	O=C(CCCc1ccccc1)NC1CC1	-7%	-2%	-1%	22%[10 µM]	1%	-12%	4%	-8%
9	CC1CC(=S)Nc2ccccc2N1C(=O)Nc1ccccc1 (stereo unspecified)	2%	0%	4%	.	7%	1%	-4%	1%
10	CC(=O)Nc1cccc(N=NN2CCOCC2)c1	?	-12%	-5%	15%[10 µM]	-15%	?	-11%	4%
11	Cc1cc(=O)[nH]c(SCC(=O)c2ccccc2)c1C#N	-11%	0%	4%	-13%	-7%	-12%	-9%	4%
12	COc1nccnc1NS(=O)(=O)c1ccc(NC(=O)c2cccc(C)c2)cc1	2%	2%	4%	-8%[10 µM]	4%	0%	-7%	1%
13	CCOC(=O)C1=NN(C(C)=O)C2(CC(=O)N(c3cccc(C)c3)C2=O)C1 (stereo unspecified)	12%	2%	-4%	-16%[10 µM]	3%	2%	6%	-1%
14	CC(=O)c1c(C)[nH]c(C(=O)N2CCCCCC2)c1C	2%	-2%	5%	12%	3%	-2%	7%	-12%
15	CCCc1nnc(NC(=O)OCC)s1	-1%	.	4%	17%[10 µM]	-1%	-5%	11%	3%
16	CCc1ccc(C2C(C#N)=C(N)C(C#N)(C#N)C3=CCC(C(C)(C)C)CC32)cc1 (stereo unspecified)	?	-11%	6%	17%[10 µM]	-29%	?	-10%	3%
17	CCN(CC)C(=O)CSc1nc2ccc(NC(=O)CSc3nnc(N)s3)cc2s1	1%	7%	7%	-33%	-13%	-17%	7%	4%
18	COc1ccc(S(=O)(=O)N2Cc3ccccc3CC2C(=O)N2CCOCC2)cc1 (stereo unspecified)	-1%	-1%	2%	1%[10 µM]	-1%	0%	-3%	4%
19	Cc1nnc(NC(=O)C(=O)c2cc(C)n(-c3ccc(C)c(C)c3)c2C)s1	2%	.	.	.	-7%	-5%	13%[76.3 µM]	.
20	CCCOC(=O)c1ccc(NC(=O)Cc2csc(C)n2)cc1	-1%	.	.	.	-12%	-6%	-11%[76.3 µM]	.
21	CCCn1c(-c2ccc(F)cc2)nc2c(NCCN(C(C)C)C(C)C)nc(C)nc21	7%	.	1%	-55%[inhibitor]	-1%	-7%	.	9%
22	O=C(NNC(=O)C1CCN(Cc2ccccc2)CC1)c1cccs1	14%	?	3%	-6%	6%	4%	-12%	-4%
23	CCc1c(C)sc(NC(=O)CC#N)c1C#N	-7%	2%	10%	-4%	-15%	?	-11%	0%
24	CCS(=O)(=O)N1CCC(C(=O)NCCN2CCN(Cc3ccccc3)CC2)CC1	0%	?	-12%	27%	-2%	-6%	13%	-6%
25	Cc1ccc(C(c2sc3ncnn3c2O)N2CCC(C)CC2)cc1 (stereo unspecified)	1%	-3%	0%	-4%[10 µM]	5%	-3%	-12%	-2%
26	Cc1cccnc1NC1(C(F)(F)F)N=C(c2ccccc2)NC1=O (stereo unspecified)	8%	5%	-2%	-32%	-4%	-6%	-2%	-15%
27	Cc1ccccc1NC(=O)CCNC(=O)Cn1ccc2ccccc2c1=O	-3%	.	.	.	-10%	-6%	15%[76.3 µM]	.
28	O=C(NCc1ccc2c(c1)OCO2)c1ccco1	-1%	-4%	-1%	-51%[inhibitor]	2%	2%	-5%	.
29	Cc1ccc(S(=O)(=O)c2nnn3c2nc(N2CCN(c4ccccc4F)CC2)c2cc(Cl)ccc23)cc1C	-12%	.	.	.	-3%	5%	11%[76.3 µM]	.
30	CC(C)(C)C(=O)NC1CCN(S(=O)(=O)c2cccc(C(F)(F)F)c2)CC1	-2%	1%	-4%	1%[10 µM]	2%	-2%	16%	-1%
31	O=C(CN1CCN(S(=O)(=O)c2ccccc2F)CC1)NC1CCCC1	3%	-14%	3%	0%[10 µM]	-9%	-5%	-11%	-2%
32	CCc1ccc(Cn2nnc(C(=O)Nc3cccc(C)c3)c2N)cc1	-14%	-2%	-2%	-7%	-12%	-7%	4%	2%
33	CN(c1ccccc1C(=O)N1CCN(c2cccc(Cl)c2)CC1)S(C)(=O)=O	5%	-10%	4%	-14%	-5%	-6%	-6%	-1%
34	CCn1c(SCC(=O)c2c(N)n(C)c(=O)n(C)c2=O)nc2sc(C)c(C)c2c1=O	-3%	-2%	9%	17%	-4%	-7%	6%	5%
35	COc1ccc(C2c3ccsc3CCN2C(=O)NC(C)(C)C)cc1 (stereo unspecified)	8%	3%	-2%	4%[10 µM]	-18%	-13%	-5%	-2%
36	O=C(NN1C(=O)C2C3C=CC([C@@H]2C1=O)C31CC1)c1ccccc1 (stereo partly specified)	-2%	.	-2%	-2%[10 µM]	8%	.	5%	-1%
37	CCC(C)(C)C1CCC(=NNC(=S)Nc2ccccc2)CC1 (stereo unspecified)	-8%	-1%	-2%	-16%	?	?	-10%	-2%
38	Cc1c(Cl)cccc1-c1ccc(/C=N/n2cnnc2)o1	0%	-4%	0%	5%	-20%	?	3%	-1%
39	C/C(=N/OC(=O)CC(C)C)c1cc(-c2ccc(Cl)cc2)no1	0%	3%	-8%	-50%[inhibitor]	1%	-5%	21%	-3%
40	O=c1/c(=C\c2cccnc2)sc2nc3ccccc3n12	5%	-1%	5%	-2%	7%	?	2%	3%

# Only Tau fluor counter, Tau fibril ThT and GAA spleen mod, for two of the compounds above:
cpd | SMILES | Tau fluor counter | Tau fibril ThT | GAA spleen mod
17 | CCN(CC)C(=O)CSc1nc2ccc(NC(=O)CSc3nnc(N)s3)cc2s1 | -13% | -17% | 4%
3 | CCOc1ccccc1N1CC(c2nc3ccccc3n2CCOc2ccccc2OC)CC1=O (stereo unspecified) | 1% | -10% | .

# Two compounds picked at random from the list so far:
entry	SMILES	Tau fibril FP	GAA inhib	GLA spleen mod	HTT ATP protect	Tau fluor counter	Tau fibril ThT	GAA glycogen mod	GAA spleen mod
39	C/C(=N/OC(=O)CC(C)C)c1cc(-c2ccc(Cl)cc2)no1	0%	3%	-8%	-50%[inhibitor]	1%	-5%	21%	-3%
31	O=C(CN1CCN(S(=O)(=O)c2ccccc2F)CC1)NC1CCCC1	3%	-14%	3%	0%[10 µM]	-9%	-5%	-11%	-2%

# A portion from further up:
entry	SMILES	Tau fibril FP	GAA inhib	GLA spleen mod	HTT ATP protect	Tau fluor counter	Tau fibril ThT	GAA glycogen mod	GAA spleen mod
21	CCCn1c(-c2ccc(F)cc2)nc2c(NCCN(C(C)C)C(C)C)nc(C)nc21	7%	.	1%	-55%[inhibitor]	-1%	-7%	.	9%
22	O=C(NNC(=O)C1CCN(Cc2ccccc2)CC1)c1cccs1	14%	?	3%	-6%	6%	4%	-12%	-4%
23	CCc1c(C)sc(NC(=O)CC#N)c1C#N	-7%	2%	10%	-4%	-15%	?	-11%	0%
24	CCS(=O)(=O)N1CCC(C(=O)NCCN2CCN(Cc3ccccc3)CC2)CC1	0%	?	-12%	27%	-2%	-6%	13%	-6%
25	Cc1ccc(C(c2sc3ncnn3c2O)N2CCC(C)CC2)cc1 (stereo unspecified)	1%	-3%	0%	-4%[10 µM]	5%	-3%	-12%	-2%
26	Cc1cccnc1NC1(C(F)(F)F)N=C(c2ccccc2)NC1=O (stereo unspecified)	8%	5%	-2%	-32%	-4%	-6%	-2%	-15%

# The list continues.
entry	SMILES	Tau fibril FP	GAA inhib	GLA spleen mod	HTT ATP protect	Tau fluor counter	Tau fibril ThT	GAA glycogen mod	GAA spleen mod
41	CSc1cccc(NC(=O)C(C)C)c1	-3%	11%	-1%	-46%	9%	13%	-3%	5%
42	Cc1cc(C)n2c(=O)c3ccc(Cl)cc3nc2c1C#N	-5%	13%	2%	22%	-14%	3%	-3%	1%
43	Fc1ccc(-c2nc3ccncc3[nH]2)cc1	-2%	0%	2%	-41%[inhibitor]	-12%	-14%	6%	-5%
44	Cc1nc2c(C(=O)NCCc3ccccc3)c[nH]n2c(=O)c1Cl	-11%	-5%	2%	-32%	-17%	-10%	11%	4%
45	O=C(O)CC(Cn1cnnn1)c1ccccc1 (stereo unspecified)	3%	-4%[15.4 µM]	4%	-9%	1%	-2%	2%	0%
46	O=C(N/N=C/C=C/c1ccccc1[N+](=O)[O-])c1cccs1	2%	-1%	-1%	34%[10 µM]	-14%	?	-2%	-9%
47	O=C1NC2CCc3nc4ccccc4c(=O)n3C2=Nc2ccccc21 (stereo unspecified)	-7%	.	-6%	7%[10 µM]	2%	-4%	-2%	-3%
48	CC(C)C(NC(=O)C1CCC(C(C)(C)C)CC1)C(=O)NCCCN1CCCCC1 (stereo unspecified)	10%	-2%	-5%	-9%	-2%	-5%	10%	-13%
49	COc1ccc(CN2CCNC(=O)C2CC(=O)NCc2cn3ccc(C)cc3n2)c(OC)c1 (stereo unspecified)	-3%	-1%	12%	-4%[10 µM]	3%	-5%	-3%	8%
50	Cc1onc(C(=O)N2CCC(C(N)=O)CC2)c1-c1ccccc1Cl	-2%	4%	8%	20%	3%	0%	-13%	7%
51	COc1nnc(OC)c2ccccc12	0%	5%	2%	4%	1%	-6%	0%	3%
